Screening data as filed in PubChem.
Eya2 inh = blocks the phosphatase activity of human Eya2. recombinant Eya2, OMFP fluorescence dephosphorylation (OMFP is methylfluorescein phosphate). Potency, µM (doses to about 76.9 µM), without a hit: at the top dose activity, negative = inhibition, hits mostly inhibitors. 0.006% of 330,000 active. AID 488837; further: potency means the concentration at half of the fitted maximal effect; on the % scale 0 is the no-effect control and ±100 the full control effect
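Eya2 (0.2 uM) preincubated 10 min at ambient with compound, then OMFP substrate added at 50 uM; 10 min reaction in 50 mM HEPES pH 7.5, 50 mM NaCl, 5 uM MgCl2, 0.05% BSA, 1 mM DTT. Fluorescence read at Ex 485/Em 525 nm.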
TSHR antag = blocks TSH signaling through the human TSH receptor; P16473; TSHR-expressing cells, TSH-stimulated cAMP HTRF, 2 h; stronger effect = lower value; activity change, negative = inhibition, % at 11.5 µM; 0.2% of 330,000 active;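 active means activity change below a set negative limit, meaning inhibition stronger than a set level, cut at about -70% in these data; inconclusive means activity change between two set negative limits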; further: on the % scale 0 is the no-effect control and ±100 the full control effect
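Inhibition of cAMP made by TSHR-expressing cells under TSH stimulation (4nM final, EC80; 2 h, 37 deg C) is quantified with a one-step lysis HTRF kit, anti-cAMP cryptate versus cAMP-d2.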
Mito fusion act = inhibitors of mitochondrial division or activators of mitochondrial fusion; S. cerevisiae fusion-defective mutant growth rescue, CellTiterGlo 48 h; 0.23% of 320,000 active; Potency, µM (doses to about 46.1 µM), inactives show at the highest dose growth rescue (activation), usual class: activators; AID 485298;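 further: potency means the concentration at half of the fitted maximal effect; % of control where 0% means no effect; nearly all actives have a fitted effect of over 45% in size; temperature-sensitive fusion mutants such as fzo1-1 at 37 °C on non-fermentable ethanol glycerol medium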
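Growth-rescue viability read-out: after 48 h at the non-permissive 37C in glycerol/ethanol YPEG, yeast mitochondrial fusion mutants are measured by CellTiterGlo luminescence; compounds (23 nl pinned per well) restoring growth score as division inhibitors or fusion activators.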
TCR act = activates T cell receptor signaling; 330,000 tested, under 10 active; primary human leukocytes, anti-CD3, IL-2 HTRF, 48 h; Potency, µM (doses to about 9.22 µM), inactives show top-dose activation of IL-2 secretion, usual class: activators; AID 504894; further: % of control where 0% means no effect
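IL-2 produced over 48 hr by a-CD3 bead-stimulated primary human leukocytes exposed to compounds was detected with a homogeneous time-resolved FRET immunoassay, 665nm acceptor signal after 320nm excitation.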
B2AR arrestin = recruits beta-arrestin to the human beta2-adrenergic receptor; 0.02% of 330,000 active; beta-arrestin recruitment to beta2AR, cell-based reporter; AID 492947; P07550; Potency, µM (top dose mostly 46.1 µM), without a hit: top-dose activation, actives largely listed as activators;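 further: potency means the concentration at half of the fitted maximal effect; 0% = DMSO controls and full agonism = EC100 isoproterenol or metaproterenol; nearly all actives have a fitted effect of over 65% in size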
Target sequence (P07550 whole entry, looked up): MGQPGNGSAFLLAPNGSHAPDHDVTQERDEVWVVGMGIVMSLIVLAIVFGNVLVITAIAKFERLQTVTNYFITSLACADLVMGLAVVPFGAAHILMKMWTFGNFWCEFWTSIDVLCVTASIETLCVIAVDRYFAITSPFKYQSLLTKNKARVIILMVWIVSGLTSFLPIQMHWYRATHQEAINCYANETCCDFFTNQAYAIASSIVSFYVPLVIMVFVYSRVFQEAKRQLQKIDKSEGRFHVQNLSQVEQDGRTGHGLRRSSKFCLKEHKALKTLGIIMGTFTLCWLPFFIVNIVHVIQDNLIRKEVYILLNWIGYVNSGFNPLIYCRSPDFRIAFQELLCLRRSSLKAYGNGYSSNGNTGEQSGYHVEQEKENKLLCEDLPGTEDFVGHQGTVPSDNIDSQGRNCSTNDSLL
PTAP TSG101 blk = blocks PTAP/TSG101 interaction to inhibit HIV-1 budding; 340,000 tested, under 10 active; Potency, µM (highest dose often 115 µM), for inactives: at the top dose activity change, negative = inhibition, most hits filed as inhibitors; Fluorescence polarization, FITC-PTAP peptide / Tsg101 binding; AID 493005; active means well fitted inhibition curve with a large enough effect in the main read-out, with a control signal flat, not every such curve was filed as active; inconclusive means small, poorly fitted or top-dose-only effect, or effect the other way, or a change in a side signal; inactive means no such curve, though single readings can be large or run the other way; further: potency means the concentration at half of the fitted maximal effect; % of control where 0% means no effect
Target sequence (Q99816 whole entry, looked up): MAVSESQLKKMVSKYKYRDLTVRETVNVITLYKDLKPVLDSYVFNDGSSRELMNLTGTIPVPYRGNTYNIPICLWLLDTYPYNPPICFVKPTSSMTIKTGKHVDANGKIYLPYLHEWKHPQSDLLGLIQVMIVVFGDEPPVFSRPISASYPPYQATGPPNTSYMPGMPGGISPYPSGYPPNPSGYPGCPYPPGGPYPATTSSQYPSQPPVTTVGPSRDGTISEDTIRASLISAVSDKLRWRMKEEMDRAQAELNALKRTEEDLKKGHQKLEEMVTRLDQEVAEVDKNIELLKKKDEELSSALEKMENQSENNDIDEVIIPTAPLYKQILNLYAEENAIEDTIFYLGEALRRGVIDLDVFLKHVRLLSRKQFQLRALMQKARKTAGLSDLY
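Compounds were pin-transferred onto Tsg101 binding domain (10 uM final) in HEPES pH 7.5 buffer, then FITC-PTAP peptide was added at 50 nM final. After 20 min at RT, polarization reported peptide displacement across a qHTS concentration series.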
uPA surface inh = inhibitors of cell surface uPA generation | cell surface uPA generation assay, qHTS | Potency, µM (top dose mostly 38.3 µM), for the others: top-dose activity change, negative = inhibition, usual class: inhibitors | 0.31% of 330,000 active; active means well fitted inhibition curve with a large enough effect; inconclusive means small, poorly fitted or top-dose-only effect; inactive means no such curve, though single readings can be large or run the other way; tested in mouse RAW 264.7 cells; further: potency means the concentration at half of the fitted maximal effect; on the % scale 0 is the no-effect control and ±100 the full control effect; nearly all actives have a fitted effect of over 55% in size
Tb PFK inh = T. brucei PFK enzyme inhibition. 0.17% of 330,000 active. Potency, µM (doses to about 57.5 µM), for inactives: at the top dose activity, negative = inhibition, usual class: inhibitors. T. brucei PFK, ADP-Glo luminescence. O15648;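 further: potency means the concentration at half of the fitted maximal effect; 0% = uninhibited 1x PFK enzyme wells and -100% = no-enzyme wells; nearly all actives have a fitted effect of over 60% in size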
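ADP-Glo luminescence quantified ADP after 45 min at room temperature, with 1.25 nM T. brucei PFK, 0.1 mM ATP and 0.5 mM fructose-6-phosphate in pH 8.0 TEA buffer. qHTS titrations up to 57 µM; curves classified by quality.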
BCR signal inh = chronic active BCR signaling inhibition | ABC-DLBCL IkBa-CBG/CBR reporter, luminescence ratio, 4 h | Potency, µM (doses to about 46.1 µM), without a hit: at the top dose ratio change, negative = lower green/red ratio, hits mostly inhibitors | 0.05% of 340,000 active; active means well fitted inhibition curve with a large enough effect in the signal ratio, with a control signal flat, not every such curve was filed as active; inconclusive means small, poorly fitted or top-dose-only effect, or effect the other way, or a change in a side signal; the % refers to the signal ratio;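 further: potency means the concentration at half of the fitted maximal effect; plate controls were basal doxycycline-induced cells for no effect and cells given 10 µM MG132 for full effect; MG132 reads +100%, hits lower the ratio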
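TMD8 ABC-DLBCL cells carrying doxycycline-inducible green luciferase fused to IkappaBalpha plus unfused red luciferase were exposed to compounds (up to 46 uM) for 4 hrs at 37C. Activity came from the overlap-corrected green/red luminescence ratio.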
ELG1 DNA repair = inhibitors of ELG1-dependent DNA repair in HEK293T cells; HEK293T ELG1-luciferase reporter, luminescence, 16 h; DNA damage induced by 5-fluorouridine; Potency, µM (highest dose often 46.1 µM), for the others: top-dose activity change, negative = inhibition, actives largely listed as inhibitors; 2.3% of 330,000 active; further: potency means the concentration at half of the fitted maximal effect; on the % scale 0 is the no-effect control and ±100 the full control effect; nearly all actives have a fitted effect of over 55% in size
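5-Fluorouridine DNA damage + compound/DMSO, 2,000 cells/well, 16 h, 37 °C/5% CO2. ONE-Glo, 30 min RT, luminescence. Readout = decrease in reporter signal.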
USP2a block = blocks human ubiquitin-specific protease USP2a. O75604. USP2 core, Ub-CHOP2 coupled fluorogenic reporter, 485/531. Potency, µM (series often up to 38.3 µM), inactives show top-dose activity change, negative = inhibition, actives largely listed as inhibitors. 0.01% of 330,000 active;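 further: potency means the concentration at half of the fitted maximal effect; plate controls were DMSO wells for no effect and full inhibition by NEM control for full effect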
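USP2 core (10nM final) preincubated 30min RT with compound in 20mM Tris-HCl pH 8.0, 2mM CaCl2, 2mM beta-mercaptoethanol, 0.05% CHAPS; 25nM Ub-CHOP2 plus 25nM reporter substrate added, fluorescence (Ex485/Em531) read after 60min.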
An asterisk follows results filed as active; ? = inconclusive; / = no result given; & = joins results of further samples; [ ] = dose if it differs, or a comment. Unless noted, the call rests on the fitted dose curve; in most records, active means well fitted curve in the direction sought with a large enough effect; inconclusive means small, poorly fitted or top-dose-only effect, or another doubt; inactive means no such curve, though single readings can be large; an effect the other way counts as inactive or inconclusive. Compounds were not picked by outcome. Share with any hit: about 3%.

canonical_smiles	Eya2 inh	TSHR antag	Mito fusion act	TCR act	B2AR arrestin	PTAP TSG101 blk	uPA surface inh	Tb PFK inh	BCR signal inh	ELG1 DNA repair	USP2a block
CCOC(=O)C1CCN(c2c(Nc3cc(C)cc(C)c3)c(=O)c2=O)CC1	0%	-3	-4%	10%	-0.7%	-4%	-4%	1%	-1%	?	-4%
COc1cc(O)c(C(CCN2CCOCC2)c2ccc(N(C)C)cc2)c(OC)c1 (configuration not stated)	-1%	-8	-3%	-196%	0.3%	-9%	17%	0%	-7%	0%	-1%
COc1ccc(C2(O)CCN(C(=O)Cc3cccnc3)CC2)cc1	17%	-3	-2%	-4%	0.1%	0%	1%	-1%	-1%	6%	-2%
Cc1ccc(C(=O)N2CCCCCC2)cc1S(=O)(=O)Nc1ccccc1	0%	11	1%	-9%	-0.2%	-1%	-2%	-1%	6%	?	4%
CCN1CCN(C(=O)c2ccccc2N(Cc2ccccc2)S(=O)(=O)c2ccc(OC)cc2)CC1	-23%	7	-8%	1%	0.1%	0%	?	-2%	-12%	0%	5%
CCc1ccc(/C=N/NC(=O)Cc2cccn2C)cc1	-10%	-4	1%	-2%	0.4%	-3%	0%	-12%	-5%	?	2%
Cc1ccc(C(=O)NC(=S)Nc2cc(-c3nc4ccccc4s3)ccc2C)cc1	5%	23	-1%	4%	0.5%	-1%	0%	3%	10%	?	-1%
COc1ccccc1NC(=O)COC(=O)CNC(=O)c1ccc(OC)c(OC)c1	6%	3	-2%	/	-0.2%	-3%	2%	-1%	?	?	3%
Cc1cccc(NC(=S)NC(=O)Cc2ccccc2)c1C	-5%	3	-9%	-1%	?	-2%	2%	-10%	-7%	14%	-1%
COc1ccc(CC(=O)Nc2oc(-c3ccccc3)c(-c3ccccc3)c2C#N)cc1OC	-18%	31	-6%	8%[46.1 µM]	-0.2%	-4%	-4%	-2%	?	23µM*	-5%
CCNC(=O)c1cnn(-c2ccccc2)c1-c1ccccc1	3%	0	9%	2%	0.1%	-2%	-8%	3%	1%	2%	2%
CC(=O)c1cc(-c2ccccc2)n(CC(=O)N2CCCC2)c1C	-3%	0	-6%	5%	-0.9%	-2%	-9%	0%	-3%	10%	-2%
CCOC(=O)/C(C#N)=C/c1c[nH]c2ccccc12	-3%&0%	-11&-11	9%&17%	-7%	0.0%&1.2%	-1%	-8%	1%&0%	5%&15%	?	2%&1%
O=C(NCCN1CCCCC1)Nc1cccc(Cl)c1Cl	7%	-3	-4%	4%	0.0%	-3%	-3%	1%	1%	-4%	1%
O=C(COC(=O)CCC(=O)c1cccs1)NCCc1ccccc1	-30%	1	/	18%	-0.6%	-3%	3%	-4%	6%	17%	-1%
CCOC(=O)N1CCN(c2cc(=O)n(-c3ccc(C)cc3)c(=O)[nH]2)CC1	13%	1	2%	1%	-0.1%	-1%	11%	0%	-4%	-6%	-1%
N[C@@H](Cc1ccccc1)c1nnc(SC/C=C/c2ccccc2)o1	1%	-7	2%	-4%	0.2%	-1%	-1%	-4%	-3%	-17%	2%
Cc1cc(NS(=O)(=O)c2ccc(Nc3nc(-c4sc(C)nc4C)cs3)cc2)no1	3%	35	1%	/	0.0%	/	/	5%	?	2%	4%
O=C(NCC(=O)N1CCN(c2ccccc2)CC1)c1cccs1	12%	1	1%	0%	0.3%	-1%	7%	-4%	-9%	?	0%
CSc1ccc(S(=O)(=O)NCCSc2ccccn2)cc1	10%	18	-1%	-3%	0.4%	-4%	-8%	-4%	-9%	0%	10%
CC1CCCCN1Cc1ccc(-c2nn[nH]n2)cc1 (configuration not stated)	8%	12	-5%	5%	-0.2%	-1%	2%	2%	?	10%	1%
COc1cc(CCC(=O)OCC(N)=O)cc(OC)c1OC	6%	-6	7%	2%	0.1%	-4%	-2%	3%	5%	5%	1%
O=C(CSc1nnc(-c2cccc(S(=O)(=O)N3CCOCC3)c2)n1C1CCCCCC1)NCc1ccccc1	?	-8	-3%	0%	-0.3%	-8%	/	4%	-9%	?	2%
CNC(=O)CN1C(=O)c2cccc3cccc1c23	4%	6	-3%	-5%	-0.5%	-1%	-6%	-1%	?	0%	2%
Cc1ccccc1NC(=S)NCCSc1ccc(Cl)cc1	-12%	-5	2%	10%	0.4%	-4%	1%	2%	?	-18%	-6%
CC(=O)OCC(=O)Nc1ccc(Cl)cc1Cl	-10%[15.4 µM]	0	2%	-6%	-0.1%	-3%	-2%	-3%	4%	10%	?
CN(C)c1ccnc(-n2cccc2/C=N/O)c1C#N	11%	-2	3%	2%	-0.8%	0%	1%	-11%	-3%	2%	0%
Cc1ccccc1-c1nnc(SCC(=O)N(C)C2CCS(=O)(=O)C2)n1C (configuration not stated)	9%	/	/	-3%	-0.1%	1%	17%	7%	1%	0%	6%
COc1ccccc1N1CCN(C(=O)c2cc3cc(Br)ccc3oc2=O)CC1	-4%	-7	10%	-3%	0.1%	1%	2%	3%	-1%	-6%	5%
CCOC(=O)N1CCC(NC(=O)c2ccc(CNS(=O)(=O)c3ccc(F)cc3)cc2)CC1	-10%	10	-1%	-1%	-0.3%	-5%	/	-1%	0%	-2%	0%
O=S(=O)(Nc1cccc(-n2cnnn2)c1)c1cc(Br)ccc1Br	-7%	-8	6%	-1%	0.5%	-2%	-4%	0%	?	-5%	1%
O=C(Nc1cccc2ccccc12)c1ccc(Br)o1	-31%	16	4%	2%	-0.2%	0%	0%	-3%	?	5%	0%
COc1ccc(OC)c(NC(=O)CSc2nncc3ccccc23)c1	7%	48	4%	-24%	0.0%	-1%	0%	-4%	?	16%	0%
COC(=O)[C@@]1(C)[C@H]2C(=O)N(Cc3ccccc3)C(=O)[C@H]2[C@H]2CN=C(SC)N21	5%	32	/	2%[46.1 µM]	-0.4%	-1%	-65%	-3%	4%	18%	0%
Cc1cc(=O)oc2cc(OC(C)C(=O)NCc3ccccn3)ccc12 (configuration not stated)	-17%	25	0%	-1%	0.0%	-1%	6%	-5%	?	9%	3%
Cc1ccc(/C=C2\OC(=O)c3ccccc32)cc1	-5%	-8	-1%	-3%	0.2%	-4%	/	0%	?	?	1%
CCN(Cc1ccccc1)C(=O)/C=C/c1ccccc1[N+](=O)[O-]	3%	-1	0%	3%	0.0%	-10%	-9%	-3%	-4%	-9%	1%
CSc1ccc(CN2CCC(CO)(Cc3ccc(Cl)cc3)CC2)cc1	-3%	7	3%	-10%	-0.3%	-3%	-1%	-1%	3%	-29%	0%
O=C(OCc1cc2ccccc2[nH]c1=O)C1CCCCC1	5%	3	8%	0%	-0.5%	-1%	7%	-3%	?	2%	2%
COC(=O)c1ccc(NC(=O)C(=O)N2CCN(C(=S)NCCc3ccccc3)CC2)cc1	4%	0	0%	-1%[46.1 µM]	-0.2%	-6%	1%	3%	-11%	?	-1%
CCOC(=O)c1ccccc1NC(=O)CC1SC(=NC)N(C)C1=O (configuration not stated)	18%	11	-2%	7%	-0.8%	-7%	1%	-3%	3%	2%	-1%

Some of these compounds in order of their number in USP2a block, rising:
mol	USP2a block
CN(C)c1ccnc(-n2cccc2/C=N/O)c1C#N	0%
COc1cc(CCC(=O)OCC(N)=O)cc(OC)c1OC	1%
Cc1cc(=O)oc2cc(OC(C)C(=O)NCc3ccccn3)ccc12 (configuration not stated)	3%
